IMP-1 inhibitor: inhibitors of Pseudomonas aeruginosa IMP-1 metallo-beta-lactamase. purified IMP-1, nitrocefin hydrolysis, epi-absorbance fluorescence. inhibition, % at 5.6 µM. hit rate 0.45% among 290,000. AID 1556;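 active = inhibition above the mean plus 3 SD of all compounds in the same screening run, cut at about 4.5% in these data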;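 note: 0% = IMP-1 with DMSO and 100% = DMSO wells lacking enzyme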
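Material – recombinant IMP-1 enzyme, purified · Amount – IMP-1 0.2 nM before substrate addition · Medium – HEPES buffer pH 7.1 with ZnSO4 and Brij 35 · Timing – 25 °C, 15 min preincubation, 25 min reaction · Measured by – plate fluorescence quenching by hydrolysis product, ex 480/em 530 nm · Read-out – percent enzyme inhibition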
HCV NS3 hel inh: blocks Hepatitis C virus NS3 helicase unwinding. hit rate 0.56% among 290,000. AID 1800. NS3 helicase DNA unwinding, Cy5 molecular beacon fluorescence. inhibition, % at 10.9 µM;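 active = inhibition above the mean of all tested compounds plus 3 SD, set per campaign, cut at about 35% in these data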;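 note: 0% = DMSO wells and 100% = thioflavine S control wells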
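System: HCV NS3 helicase fragment; control set: DMSO and thioflavine S; technique: Cy5 fluorescence at 0 and 60 min, beacon hairpin quenching; reagent: beacon DNA duplex substrate plus ATP; replicates: singlicate; schedule: 1 h reaction at 25 °C, ATP-initiated; medium: MOPS buffer pH 6.5 with MgCl2, DTT, Tween20, BSA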
IDE cell activ: boosts human insulin-degrading enzyme activity in HEK cells; P14735; FAbeta-B cleavage, fluorescence polarization; 0% vehicle, 100% cell-free pure enzyme wells; activation, % at 5.96 µM; hit rate 0.073% among 340,000;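 active = activation above the mean of all tested compounds plus 3 SD, set per screening campaign, cut at about 17% in these data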
VIM-2 inh: inhibitors of Pseudomonas aeruginosa VIM-2 metallo-beta-lactamase | purified VIM-2, nitrocefin hydrolysis, epi-absorbance fluorescence | inhibition, % at 5.6 µM | hit rate 0.89% among 290,000 | AID 1527;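 active = inhibition above the mean of all tested compounds plus 3 SD, cutoff set per screening run, cut at about 7.5% in these data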;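 note: red hydrolysis product quenches plate fluorescence so inhibitors raise well fluorescence; 0% = enzyme with DMSO and 100% = DMSO without enzyme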
PfM18AAP inh: PfM18AAP enzyme inhibition | recombinant PfM18AAP, H-Glu-NHMec fluorogenic cleavage | hit rate 1.2% among 290,000 | inhibition, % at 7.35 µM;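 active = inhibition above the campaign mean inhibition over all tested compounds plus 3 SD, cut at about 28% in these data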;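 note: 0% = plate median of test compound wells and 100% = 2 mM ZnCl2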
pCIP destab: p/CIP protein destabilization. Q05BA5. hit rate 0.01% among 290,000. decrease of EGFP signal, % at 10 µM. F442A p/CIP-EGFP cells, EGFP fluorescence, 16 h;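 active = EGFP signal decrease of at least 30% at 10 µM or well 3 SD below plate mean, unless failing retest; inactive = the rest, including hits failing retest or dose response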; note: some compounds called inactive have numbers as strong as hits; many of its hits are not listed in these tables
SUMO HTRF inh: inhibitors of human SUMOylation (UBC9); AID 2006; hit rate 0.36% among 290,000; P63279; HTRF SUMOylation assay, SAE1/SAE2 + UBC9, in vitro; inhibition, % at 35 µM; in the data active = inhibition above about 50%, passing the limit was not always enough; inconclusive = no clear call, values can overlap the other calls; note: strong numbers were not always called active
Target sequence (P63279 whole entry, looked up): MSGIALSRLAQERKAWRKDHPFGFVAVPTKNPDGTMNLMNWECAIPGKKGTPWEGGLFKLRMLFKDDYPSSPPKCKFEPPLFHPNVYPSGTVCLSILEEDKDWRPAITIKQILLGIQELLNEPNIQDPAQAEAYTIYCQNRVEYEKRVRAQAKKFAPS
DNA FID counter: fluorescent intercalator displacement, NS3 helicase counter-screen. DNA fluorescent intercalator displacement, fluorescence. inhibition, % at 7.9 µM. hit rate 0.17% among 290,000; in the data active = inhibition above about 37%;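 note: 0% = vehicle and 100% = reference compound; higher means more ethidium bromide displaced from hairpin DNA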
IDE cell inh: inhibitors of human insulin-degrading enzyme in cells; P14735; HEK cells, FAbetaB cleavage, fluorescence polarization; inhibition, % at 5.59 µM; hit rate 0.41% among 320,000; AID 434962;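 active = percent inhibition above the average of all tested compounds plus 3 SD, set per screening campaign, cut at about 16% in these data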;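 note: IDE supplied by intact live HEK cells; FP after avidin binding of uncleaved biotin substrate so inhibition keeps polarization high; 0% = DMSO wells and 100% = 60 µM reference IDE inhibitor Ii1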
* marks the source's active call; other numbers are inactive results; ? = inconclusive; / = no result given; & = joins results of further samples. Rows are unselected (roughly 3.6% active in at least one column).

compound | IMP-1 inhibitor | HCV NS3 hel inh | IDE cell activ | VIM-2 inh | PfM18AAP inh | pCIP destab | SUMO HTRF inh | DNA FID counter | IDE cell inh
COc1ccc(OC)c(NC(=O)CSc2nnc(Cn3c(=O)sc4ccccc43)n2C)c1 | -3.5 | 0 | -1 | -1.6 | 1 | -2 | -7 | -7 | 1
O=C(Nc1nccs1)C1Cc2ccccc2CN1S(=O)(=O)c1ccc(F)cc1 (stereo not given) | -0.7 | -11 | 9 | -4.2 | 11 | 0 | -4 | -15 | -11
O=C(NC1CCCC1)c1ccc(CS(=O)Cc2ccccc2Cl)o1 (stereo not given) | -5.5 | 1 | -1 | -1.2 | -5 | 2 | -6 | -25 | 9
CCOC(=O)/C(C(N)=NCCO)=C(/O)c1ccccc1 | -2.3 | -2 | 8 | 0.1 | 6 | -15 | 16 | -1 | -7
Cc1ccc(NC(=O)Nc2ccc(F)cc2)cc1Cl | -2.1 | 4 | 0 | -1.6 | 0 | -7 | 3 | 4 | 1
CCCOc1ccc(/C=C/C(=O)Nc2ccc([N+](=O)[O-])cc2C)cc1OC | -1.3 | 8 | 1 | -1.2 | 8 | -4 | -4 | 2 | 6
Cc1cccc(N/N=C2/COC(C)(C)CC2=O)c1 | -2.1 | 5 | 0 | 0.8 | -1 | 3 | -4 | -1 | -1
COc1ccc(N(C(=O)c2snc(C(N)=O)c2N)C(C(=O)NC2CCCC2)c2ccco2)cc1 (stereo not given) | -2.3 | -7 | 2 | -3.0 | 5 | -4 | 4 | -37 | 1
N#CC1(C#N)C(C(=O)C23CC4CC(CC(C4)C2)C3)C12CCOCC2 (stereo not given) | -0.7 | 4 | -1 | 0.6 | -2 | 0 | 13 | 3 | 9
COc1ccccc1NS(=O)(=O)c1ccc2c(c1)n(C)c(=O)n2C | -2.4 | 1 | 2 | -2.4 | -7 | 11 | 9 | -6 | 1
COC(=O)[C@@H]1C[C@@]2(O)[C@@H](O)[C@@H](O)[C@@H](O)C[C@H]2N1Cc1cc(OC)cc(OC)c1 | / | / | 5 | / | / | 1 | -13 | / | 8
CS(=O)(=O)N(CC(=O)NC1CCCCCC1)Cc1ccccc1 | -4.3 | 13 | -4 | -2.6 | 7 | -8 | 5 | -27 | -3
O=C(C[n+]1ccccc1)N/N=C/c1cccc(Cl)c1Cl | -2.9 | -6 | -1 | -1.2 | 1 | 9 | -1 | 3 | -6
Nc1ccc2c(c1)C(=O)C(=O)c1ccccc1-2 | -4.5 | 9 | -1 | 7.5 | 12 | / | ? | 10 | -4
O=C(CNCc1ccc(F)cc1)Nc1ccccc1-c1ccccc1 | -3.5 | -6 | 4 | -1.9 | 2 | 5 | -14 | -20 | 7

The list goes on:
compound | IMP-1 inhibitor | HCV NS3 hel inh | IDE cell activ | VIM-2 inh | PfM18AAP inh | pCIP destab | SUMO HTRF inh | DNA FID counter | IDE cell inh
CCNC(=S)N/N=C/c1ccc(-c2ccccc2)o1 | -3.9 | -10 | 4 | -1.3 | 11 | -15 | 13 | -4 | 7
CC(C)CC(=O)N1CCN(Cc2ccccc2Br)CC1 | -2.5 | -5 | -6 | -2.7 | 1 | 3 | 5 | -10 | 3
O=C(NCCC1=CCCCC1)c1ccc([N+](=O)[O-])cc1 | -2.6 | 1 | -3 | 0.1 | -11 | -3 | 0 | 1 | 0
O=C(Nc1ccccc1C(=O)O)c1ccc(Br)o1 | -1.2 | 3 | -4 | -0.7 | -2 | -13 | 29 | -1 | -1
CCc1nnc(NC(=O)c2ccc(COc3ccccc3C)o2)s1 | -2.2 | 9 | 1 | -0.4 | 1 | -4 | -4 | -7 | 0
COc1ccc(CNC(=O)COC(=O)[C@H](Cc2c[nH]c3ccccc23)NC(=O)c2cccs2)cc1 | -3.0 | -5 | 3 | -0.6 | 1 | -3 | -24 | -24 | -4
COc1cc(C2SCC(=O)N2CCN2CCCCC2)ccc1O (stereo not given) | -3.6 | -3 | 0 | -3.3 | 2 | -7 | 6 | 4 | -3
Cc1nc(-c2ccc(S(=O)(=O)Nc3cc(S(=O)(=O)N(C)C)ccc3C)s2)cs1 | 0.4 | -12 | -1 | -1.5 | 2 | 8 | -4 | -21 | 3
COc1ccc(-c2ccc(-c3noc(-c4ccccc4OC)n3)c(OC)n2)cc1 | -1.3 | 0 | 6 | -0.1 | -1 | 11 | -7 | -2 | 3
CCOc1ccc(NC(=O)CSc2nc3nc4c(cc3c(=O)n2CC)COC(C)(C)C4)cc1 | -3.2 | 11 | / | -1.8 | 2 | -10 | 17 | -13 | 15
O=C(N1CCN(c2cccc(Cl)c2)CC1)C1(S(=O)(=O)c2ccc(Cl)cc2)CC1 | -5.2 | 0 | -5 | -1.4 | 5 | -8 | -1 | -18 | 0
CCCCc1nc2cc(C(=O)NC3CCOC(C)(C)C3)ccc2o1 (stereo not given) | -1.1 | -1 | 0 | -0.4 | -5 | -10 | 10 | -38 | -3
COC(=O)c1ccc(COC(=O)CNC(=O)c2ccco2)cc1 | -4.7 | 3 | -3 | -3.1 | -1 | -6 | 24 | -4 | 5
O=C(NCc1ccccc1)C1CCCC1 | 2.7 | -2 | / | 1.4 | -3 | -36 | 7 | -6 | -4
O=C(c1ccc(Oc2ccc(C(F)(F)F)cn2)cc1)N1CCN(c2ccccc2)CC1 | -2.5 | -8 | -5 | -2.2 | -7 | -8 | 4 | -41 | -1

Remaining list, next part.
compound | IMP-1 inhibitor | HCV NS3 hel inh | IDE cell activ | VIM-2 inh | PfM18AAP inh | pCIP destab | SUMO HTRF inh | DNA FID counter | IDE cell inh
CC(=O)NN1C(=O)c2ccccc2NC1c1ccccc1 (stereo not given) | -0.1 | -5 | 3 | -1.9 | -2 | 5 | 16 | -5 | 0
CCOC(=O)c1c(C)n2c3c(cc(C)cc13)CCC2 | -1.1 | 1 | 0 | 1.1 | 1 | -10 | -25 | -15 | -1
Cc1ccc(C(=O)Nc2ccc(C)c(S(=O)(=O)N(C)C)c2)s1 | -4.0 | -4 | -1 | -2.8 | 7 | 3 | -3 | -7 | 2
Cn1c(=O)oc2cc(S(=O)(=O)NCCC(=O)N3CCc4ccccc4C3)ccc21 | 2.8 | -5 | 4 | -3.0 | -3 | -2 | 4 | -4 | 6
CN(CCc1ccccn1)C1CCCN(S(=O)(=O)c2ccccc2)C1 (stereo not given) | -3.0 | 2 | -3 | -2.3 | 1 | 2 | -5 | -5 | 0
COCC(C)NCc1cccc(OC)c1OC (stereo not given) | -1.5 | 7 | 3 | -2.1 | -3 | -4 | 10 | 10 | -1
COc1ccccc1Nc1nc(N)nc(CN2CC(C)CC(C)C2)n1 (stereo not given) | -4.0 | 3 | -6 | -2.3 | -3 | 10 | 1 | 3 | -1
Cc1ccc(NC(=O)Nc2ccon2)cc1Cl | -1.6 | -9 | 3 | -1.4 | 0 | -8 | -3 | -4 | -4
C/C(=N\NC(=O)C(=O)N/N=C(\C)c1cccc(O)c1)c1cccc(O)c1 | -0.9 | 5 | -1 | -2.5 | 11 | 11 | -1 | -6 | 4
Cc1cccc(NC(=O)CNC(=O)CNC(=O)Cc2ccccc2)c1 | -1.4 | 5 | -2 | -2.7 | 2 | 2 | 3 | -5 | 1
COC(=O)[C@@H]1[C@H]2C[C@H]3c4[nH]c5ccccc5c4CCN3C[C@@H]2CC[C@@H]1O | -2.5 | -4 | -1 | -1.4 | 5 | 7 | 0 | 8 | 4&-3
COc1cccc(N=Nc2ccc3cccnc3c2O)c1 | -5.1 | 32 | -7 | -4.8 | 2 | 4 | -78 | -6 | 10
Cc1ccc2nc3c(cc2c1)c(NC(=O)c1ccccn1)nn3CC(C)C | -4.5 | -4 | 2 | -3.4 | 6 | -12 | 5 | -5 | 9
CCNC(=O)OCc1cn(-c2ccc(Cl)cc2)nn1 | -1.8 | 2 | 1 | 0.2 | 1 | 7 | -7 | -12 | 4
O=C(CN(c1ccc(F)cc1)S(=O)(=O)c1ccc2c(c1)OCCO2)NCc1ccccc1 | -5.4 | 1 | 4 | -4.0 | 2 | -1 | 24 | -6 | -6

(cont.)
compound | IMP-1 inhibitor | HCV NS3 hel inh | IDE cell activ | VIM-2 inh | PfM18AAP inh | pCIP destab | SUMO HTRF inh | DNA FID counter | IDE cell inh
CCc1nnc(SCC(=O)Nc2ccc(N3CCN(S(C)(=O)=O)CC3)cc2)o1 | -2.9 | 14 | 2 | -3.6 | 5 | 0 | 2 | -11 | -2
CN1C(C(=O)NCCc2cccs2)CC2Cn3c(nc4ccccc43)C21 (stereo not given) | / | / | 3 | / | / | -14 | 18 | / | -3
CC(NC(=O)/C(C#N)=C/c1ccc(Cl)c([N+](=O)[O-])c1)c1ccccc1 (stereo not given) | 0.2 | 2 | / | -0.5 | 2 | -17 | -7 | 10 | 2
Cn1nnc2cc(C(=O)Nc3ccc4ccccc4c3)ccc21 | -3.4 | -5 | -8 | -1.6 | 7 | -5 | 9 | -2 | 8
COc1ccc(CCNC(=O)C2CCCN(S(=O)(=O)N3CC(C)CC(C)C3)C2)cc1OC (stereo not given) | -2.7 | -4 | 3 | -2.5 | -9 | 3 | 5 | -46 | -1
O=C(Nc1ccsc1C(=O)NC1CC1)c1ccccc1 | 0.7 | -10 | 0 | 1.8 | -4 | -8 | 6 | 1 | -1
O=C(COC(=O)/C=C/c1ccccc1[N+](=O)[O-])NCC1CCCO1 (stereo not given) | -3.8 | -2 | 0 | -2.7 | 6 | 11 | 3 | 0 | -2
O=C1CCCc2c1cc(C(=O)NCc1ccco1)c(=O)n2-c1ccc(Cl)cc1 | 0.0 | 2 | -1 | -0.4 | 4 | -11 | 5 | -14 | -2
O=C(CC1C(=O)NCCN1C(=O)Nc1ccc(F)cc1F)Nc1cc(Cl)ccc1Cl (stereo not given) | -0.6 | 3 | 0 | -0.9 | 3 | -3 | 13 | 0 | 6
COC(=O)c1ccc(CN2C(=O)NC3(CCCCC3)C2=O)cc1 | -2.9 | 4 | 2 | -2.0 | 0 | -8 | 6 | -6 | -4
Cc1csc(NC(=O)CSc2nnc(-c3ccc(S(=O)(=O)N4CCCC4)cc3)o2)n1 | -1.7 | 7 | 1 | 0.1 | 11 | -7 | 1 | -6 | 6
NC1=NC[C@@H](Cc2ccc(O)cc2)N1CCCCC1CCCCC1 | / | / | 2 | / | / | -23 | 16 | / | -3
Cc1ccc(N=Cc2cc3c(cc2O)OC(N)=C(C#N)C3c2ccccc2)cc1 (stereo not given) | -2.7 | 23 | -2 | -2.4 | 8 | -6 | 2 | -7 | 10
Cc1ccc(S(=O)(=O)NCC(=O)N/N=C/c2ccc(Cl)cc2Cl)cc1 | 1.0 | -15 | -3 | -1.3 | -5 | 9 | 0 | -13 | 12
CC(=O)NC1CCN(CC(=O)Nc2nccs2)CC1 | -6.0 | 3 | 7 | -2.4 | -3 | -2 | 14 | -1 | 8
COc1ccc(N2CCN(C(=O)c3ccc(C(C)(C)C)cc3)CC2)cc1 | -0.6 | -5 | 2 | -0.4 | -15 | -7 | 13 | -18 | -1

Screening results deposited in PubChem BioAssay by several laboratories.
